Screening data from PubChem.
Apoferritin bind – candidate novel general anesthetic via apoferritin binding; AID 485281; Potency, µM (top dose mostly 77.5 µM), without a hit: at the highest dose activity change, negative = displacement, usual class: inhibitors; 350,000 tested, 0.074% active; P02791; apoferritin/1-aminoanthracene competitive binding, fluorescence; also: % is scaled to controls: 0 for no effect and ±100 for the full control effect; nearly all actives have a fitted effect of over 20% in size
Target sequence (P02791 2-175 limits assumed): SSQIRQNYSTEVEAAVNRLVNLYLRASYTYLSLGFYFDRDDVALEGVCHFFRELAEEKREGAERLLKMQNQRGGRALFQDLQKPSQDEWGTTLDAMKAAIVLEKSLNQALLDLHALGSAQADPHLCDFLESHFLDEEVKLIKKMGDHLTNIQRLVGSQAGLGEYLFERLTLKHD
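10 uM apoferritin + 50% sat. 1-AMA, PBS; cpd 10 min RT; Ex380/Em535 endpoint; normalized to free probe vs complex; 4-param Hill fit; propofol titration as pos. ctrl.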
G9a block – inhibitors of human histone lysine methyltransferase G9a | Q96KQ7 | G9a H3K9 monomethylation, AlphaScreen, 2 h | Potency, µM (series often up to 102 µM), for the others: at the top dose activity, negative = inhibition, most hits filed as inhibitors | 350,000 tested, 8.8% active; also: % is scaled to controls: 0 for no effect and ±100 for the full control effect; nearly all actives have a fitted effect of over 75% in size
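Methyltransferase reactions run at room temperature for 2 h (20 nM enzyme, 500 nM biotin-H3K9 peptide, 20 uM SAM) after a 15 min compound preincubation; product detected by AlphaScreen beads and anti-H3K9me1 antibody.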
POLI inh – blocks human DNA polymerase iota activity; Pol iota fluorescent replication assay, 10 min; Potency, µM (highest dose often 115 µM), for the others: at the top dose activity, negative = inhibition, hits mostly inhibitors; 390,000 tested, 1% active
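Pol iota at 10 nM preincubated 15 min with compounds at room temperature; reaction started with fluorescent substrate, 50 nM final. Fluorescence read kinetically at 0 and 10 min; buffer-only wells as negative control.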
BAZ2B block – BAZ2B (human) inhibition. 360,000 tested, 4.4% active. AID 504333. AlphaScreen BAZ2B-H3K14Ac peptide displacement. Potency, µM (top dose mostly 114 µM), without a hit: at the highest dose activity change, negative = inhibition, hits mostly inhibitors. Q9UIF8; also: % is scaled to controls: 0 for no effect and ±100 for the full control effect; nearly all actives have a fitted effect of over 60% in size
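In this displacement format the biotinylated H3(5-23) peptide acetylated at Lys14 serves as ligand at 50 nM, with BAZ2B at 50 nM in PBS pH 7.4 containing 0.01% Tween-20. Donor and acceptor beads are 10 ug/mL final.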
POLK inh – inhibitors of human DNA polymerase kappa. Q9UBT6. 400,000 tested, 0.53% active. Potency, µM (top dose mostly 107 µM), without a hit: at the highest dose activity, negative = inhibition, most hits filed as inhibitors. purified Pol kappa, fluorescent DNA synthesis assay, 10 min; also: % is scaled to controls: 0 for no effect and ±100 for the full control effect
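Kinetic fluorescence readout at 0 and 10 min followed reaction start with substrate at 50 nM final. Beforehand, enzyme (10 nM Pol kappa) stood 15 min with compound at room temperature; buffer-only wells were negative controls.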
POLH inh – blocks human DNA polymerase eta activity; recombinant Pol eta, fluorescent DNA replication assay; Potency, µM (doses to about 114 µM), inactives show top-dose activity change, negative = inhibition, actives largely listed as inhibitors; 390,000 tested, 1.2% active; also: % is scaled to controls: 0 for no effect and ±100 for the full control effect
Target sequence (Q9Y253 whole entry, looked up): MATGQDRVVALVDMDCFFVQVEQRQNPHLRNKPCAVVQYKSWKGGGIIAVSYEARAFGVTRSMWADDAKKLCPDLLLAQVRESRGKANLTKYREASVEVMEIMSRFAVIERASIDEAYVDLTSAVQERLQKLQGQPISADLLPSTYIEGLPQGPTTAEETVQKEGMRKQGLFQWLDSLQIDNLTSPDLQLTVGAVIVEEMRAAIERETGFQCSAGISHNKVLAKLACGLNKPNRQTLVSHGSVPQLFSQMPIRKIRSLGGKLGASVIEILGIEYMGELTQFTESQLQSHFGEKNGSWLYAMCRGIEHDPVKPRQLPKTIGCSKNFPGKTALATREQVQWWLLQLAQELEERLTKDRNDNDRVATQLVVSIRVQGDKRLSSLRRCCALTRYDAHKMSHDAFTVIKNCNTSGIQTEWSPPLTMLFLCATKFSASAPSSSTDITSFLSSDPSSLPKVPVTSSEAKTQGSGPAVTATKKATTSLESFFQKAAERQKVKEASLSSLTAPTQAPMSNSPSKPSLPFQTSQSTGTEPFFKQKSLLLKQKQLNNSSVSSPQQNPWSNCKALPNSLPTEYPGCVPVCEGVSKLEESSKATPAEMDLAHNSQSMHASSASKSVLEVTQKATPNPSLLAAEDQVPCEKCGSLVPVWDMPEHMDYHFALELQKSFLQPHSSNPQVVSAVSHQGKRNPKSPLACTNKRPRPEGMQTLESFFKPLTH
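Pol eta (10 nM) was preincubated with compounds for 15 min at room temperature, after which fluorescent replication substrate (50 nM final) was added to start the reaction. Fluorescence was read kinetically at 0 and 10 min.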
APEX1 inh – blocks human APE1 abasic DNA cleavage; P27695; recombinant APE1, TAMRA/BHQ-2 abasic DNA cleavage fluorescence; Potency, µM (titrated, usually from 65.8 µM), inactives show top-dose activity change, negative = inhibition, actives largely listed as inhibitors; 350,000 tested, 0.35% active; AID 2517;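 also: plate controls were vehicle for no effect and reference inhibitor for full effect; nearly all actives have a fitted effect of over 55% in size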
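Kinetic fluorescence read (525 ex/598 em nm, three reads 60 s apart) of AP-site incision; signal = third minus first read. Enzyme 0.75 nM, dual-labelled THF duplex 50 nM, compound preincubation 15 min RT.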
BLM helicase inh – inhibitors of human Bloom syndrome helicase BLM; recombinant BLM DNA unwinding, fluorescence dequenching; Potency, µM (series often up to 56.1 µM), for inactives: at the top dose activity change, negative = inhibition, most hits filed as inhibitors; 350,000 tested, 0.2% active; AID 2528;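 also: plate controls were vehicle for no effect and no enzyme for full effect; nearly all actives have a fitted effect of over 35% in size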
POLB inh – DNA polymerase beta (human) inhibition | P06746 | Pol beta primer extension/strand displacement, fluorescence kinetic | Potency, µM (doses to about 114 µM), inactives show at the top dose activity change, negative = inhibition, actives largely listed as inhibitors | 340,000 tested, 1.3% active | AID 485314; also: % is scaled to controls: 0 for no effect and ±100 for the full control effect
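Pol beta (10 nM) and compounds were preincubated 15 min at room temperature, then 50 nM substrate (final) started primer extension/strand displacement. Reads were taken at 0 and 10 min; concentration-response data were fitted to a four-parameter Hill equation.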
An asterisk follows results filed as active; ? = inconclusive; · = not tested or not shown; & = joins results of further samples; ! = not active in a repeat; [ ] = remark or other dose. Calls follow the shape of the dose curve; as a rule, active = well fitted curve in the direction sought with a large enough effect; inconclusive = small, poorly fitted or top-dose-only effect, or another doubt; inactive = no such curve, though single readings can be large; an effect the other way counts as inactive or inconclusive. Potency is read from the fitted curve at half-maximal effect.

SMILES | Apoferritin bind | G9a block | POLI inh | BAZ2B block | POLK inh | POLH inh | APEX1 inh | BLM helicase inh | POLB inh
COCc1[nH]nc2c1C(c1ccccc1F)C(C#N)=C(N)O2 (configuration not stated) | -8% | -10% | ? | 18% | -13% | 6% | 4% | 2% | -1%
CCC[N+]12CCC(CC1)C(=C(c1ccccc1)c1ccccc1)C2 | -2% | -46%[59 µM] | 8% | -19% | -3% | -14% | 1% | -5% | 0%
O=C(Cn1c(=O)oc2cc(S(=O)(=O)N3CCCC3)ccc21)Nc1cccc(C(F)(F)F)c1 | -11% | -34%[59 µM] | ? | 29% | ? | ? | 0% | 6% | -127%
c1ccc(CN2CCC3(CCc4ccccc43)CC2)cc1 | -8% | 4%[59 µM] | · | · | 6%&-10%[19.4 µM] | · | ? | -9% | ·
O=C(O)c1ccccc1NC(=O)C1C2CCC(O2)C1C(=O)O (configuration not stated) | -2% | -2%[0.501 µM] | · | 1% | · | · | 35% | -8% | -27%
CCC(=O)c1cc(F)c(N2CCN(CC)CC2)cc1C | -16% | 14% | 15% | -7% | 8% | 8% | 1% | 3% | 7%
CCCCn1c(O)c(C(CC)=NCc2ccco2)c(=O)[nH]c1=O | -17% | · | -2% | -3% | 5% | -4% | -3% | -2% | 16%
Cc1ccc2c(c1)N(C(C)C(=O)N1CCC3(CC1)OCCO3)C(=O)CO2 (configuration not stated) | -12% | 4% | 29% | 5% | -4% | -10% | 8% | -3% | 89%
COC(=O)[C@@H]1[C@@H](C(=O)OC)C2(c3ccccc3-c3ccccc32)N(c2ccc(Cl)cc2)N1C#N | 4% | 5%[59 µM] | -18% | -21% | -10% | -4% | -7% | -7% | -20%
O=C(NCCN1CCOCC1)c1ccc(Cl)nc1Cl | -1% | 14%[59 µM] | 4% | -2% | 12% | -9% | 5% | -5% | 0%
O=C(NCc1ccccc1)c1cccc(Nc2nc3ccccc3n3nnnc23)c1 | -3% | 5%[59 µM] | ? | -16% | -3% | -9% | · | -1% | -11%
CCOC(=O)c1cccc(NC(=O)c2cnc(N3CCCCC3)c3ccccc23)c1 | 230%[activator] | 23%[59 µM] | 9% | -3% | -8%[60.1 µM] | -16% | · | -10% | -1%
Cc1ccccc1N1C(=O)NC(=O)/C(=C/c2ccc(N3CCOCC3)o2)C1=O | -14% | ? | -19% | -19% | -4% | -8% | ? | -1% | ?
CC1CCN(c2ccccc2NC(=O)c2cc3ccccc3o2)CC1 | -8% | 103%[activator] | 3% | 7% | -14% | -9% | -8% | -4% | 25%
CC12CN3CC(C)(CN(C1)C3c1cccs1)C2=O (configuration not stated) | -7% | 9%[59 µM] | 140%[activator] | -17% | 4% | -4% | -2% | 2% | -1%
CC(C)(C#CC(=O)O)OOC(c1ccccc1)(c1ccccc1)c1ccccc1 | -3% | 0% | 21% | -1% | -3% | -6% | 10% | -7% | -22%
CCN1CCN(C(=O)Cc2c(C)n(C(=O)c3ccc(Cl)cc3)c3ccc(OC)cc23)CC1 | -19% | 50µM* | 20% | 71µM* | -10% | -20% | -5% | -8% | -9%
c1cc2c(c(N3CCNCC3)c1)OCCO2 | 7% | 16%[59 µM] | · | · | -4%[60.1 µM] | · | 3% | 5% | ·
COC(=O)CC1=C(C(=O)OC)C2(C(=O)N(C)c3ccccc32)C(C#N)=C(N)O1 (configuration not stated) | -4% | ? | 13% | 3% | 0% | -3% | ? | 3% | 38%
CCc1ccc(OCC(=O)N2CCN(CCc3ccccn3)CC2)cc1 | 1% | -3%[59 µM] | 15% | -4% | 5% | -11% | · | 0% | 44%
Cn1c[n+](C)cc1C(O)c1ccccc1 (configuration not stated) | -2%&-7% | ? | -6%&14% | 4% | -1%&-22% | -13%&-4% | 1%&16% | 1%&-3% | 17%&46%
CO/C1=C\C(C)=C\[C@@H](C)[C@@H](O)[C@H](C)C/C(C)=C/C=C/[C@H](OC)[C@H]([C@@H](C)[C@@H](O)[C@H](C)[C@H]2C[C@@H](O)[C@H](C)[C@@H](C(C)C)O2)OC1=O | -7% | 26%[59 µM] | · | · | 7%[19.4 µM] | · | 2% | · | ·
CCCC(=O)NC(Oc1ccc(OC)cc1)C(Cl)(Cl)Cl (configuration not stated) | ? | 20% | 36%[activator] | -12% | -7% | 9% | 2% | 1% | 0%
CCN1/C(=C\C=C\C2=[N+](CC)c3ccccc3C2(C)C)C(C)(C)c2ccccc21 | 28µM* | ? | · | 11µM* | 18µM* | · | 32µM* | 7.9µM* | 25µM*

Twelve entries out of the list, sorted by length of the SMILES, high to low.
SMILES | Apoferritin bind | G9a block | POLI inh | BAZ2B block | POLK inh | POLH inh | APEX1 inh | BLM helicase inh | POLB inh
CO/C1=C\C(C)=C\[C@@H](C)[C@@H](O)[C@H](C)C/C(C)=C/C=C/[C@H](OC)[C@H]([C@@H](C)[C@@H](O)[C@H](C)[C@H]2C[C@@H](O)[C@H](C)[C@@H](C(C)C)O2)OC1=O | -7% | 26%[59 µM] | · | · | 7%[19.4 µM] | · | 2% | · | ·
CCN1CCN(C(=O)Cc2c(C)n(C(=O)c3ccc(Cl)cc3)c3ccc(OC)cc23)CC1 | -19% | 50µM* | 20% | 71µM* | -10% | -20% | -5% | -8% | -9%
CCN1/C(=C\C=C\C2=[N+](CC)c3ccccc3C2(C)C)C(C)(C)c2ccccc21 | 28µM* | ? | · | 11µM* | 18µM* | · | 32µM* | 7.9µM* | 25µM*
Cc1ccccc1N1C(=O)NC(=O)/C(=C/c2ccc(N3CCOCC3)o2)C1=O | -14% | ? | -19% | -19% | -4% | -8% | ? | -1% | ?
CCOC(=O)c1cccc(NC(=O)c2cnc(N3CCCCC3)c3ccccc23)c1 | 230%[activator] | 23%[59 µM] | 9% | -3% | -8%[60.1 µM] | -16% | · | -10% | -1%
O=C(NCc1ccccc1)c1cccc(Nc2nc3ccccc3n3nnnc23)c1 | -3% | 5%[59 µM] | ? | -16% | -3% | -9% | · | -1% | -11%
CCc1ccc(OCC(=O)N2CCN(CCc3ccccn3)CC2)cc1 | 1% | -3%[59 µM] | 15% | -4% | 5% | -11% | · | 0% | 44%
CC1CCN(c2ccccc2NC(=O)c2cc3ccccc3o2)CC1 | -8% | 103%[activator] | 3% | 7% | -14% | -9% | -8% | -4% | 25%
CCCC(=O)NC(Oc1ccc(OC)cc1)C(Cl)(Cl)Cl (configuration not stated) | ? | 20% | 36%[activator] | -12% | -7% | 9% | 2% | 1% | 0%
CC12CN3CC(C)(CN(C1)C3c1cccs1)C2=O (configuration not stated) | -7% | 9%[59 µM] | 140%[activator] | -17% | 4% | -4% | -2% | 2% | -1%
O=C(NCCN1CCOCC1)c1ccc(Cl)nc1Cl | -1% | 14%[59 µM] | 4% | -2% | 12% | -9% | 5% | -5% | 0%
c1cc2c(c(N3CCNCC3)c1)OCCO2 | 7% | 16%[59 µM] | · | · | -4%[60.1 µM] | · | 3% | 5% | ·

Remaining list, next part:
SMILES | Apoferritin bind | G9a block | POLI inh | BAZ2B block | POLK inh | POLH inh | APEX1 inh | BLM helicase inh | POLB inh
O=[N+]([O-])c1ccccc1CCl | · | -3%[0.501 µM] | 22% | -37% | -3% | -15% | 55%&-1%[activator] | · | ·
c1ccc2c(CN3CCCCCC3)c[nH]c2c1 | -11% | 45%[activator] | -12% | 11% | -8% | -2% | 4% | -7% | -6%
O=C(NC(Cc1ccccc1)C(=O)N1CCC2(CC1)OCCO2)C1CCCCC1 (configuration not stated) | -7% | · | 10% | ? | -16% | -5% | -2% | -4% | 14%
C[N+]1(C)[C@@H]2CC[C@H]1CC(OC(=O)C(c1ccccc1)c1ccccc1)C2 (some centres not stated) | -12% | ? | -21% | -18% | -4% | -14% | 11% | -7% | 0%
C[N+]1(C)C2CCC1CC(OC(=O)c1ccccc1)C2 (configuration not stated) | -2% | · | 9% | ? | -9% | -6% | -3% | 2% | 3%
OCC1OC(n2cnc3cc(Cl)c(Cl)cc32)C(O)C1O (configuration not stated) | 3%&5% | · | · | · | 11%&-3%[60.1 µM] | · | -3%&3% | -3%&-10% | ·
O=C1NC(=O)C(CCc2ccncc2)(C2CCCCC2)C(=O)N1 | -5% | 20% | -10% | 3% | -2% | -10% | -5% | -1% | -1%
Cc1cc(=O)oc2cc(OCC(=O)N3CCN(Cc4ccc5c(c4)OCO5)CC3)ccc12 | -18% | -7%[0.501 µM] | -8% | -3% | -8% | 2% | -25% | 5% | -10%
C=CCN1CC[C@]23c4c5ccc(O)c4OC2C(O)C=CC3[C@H]1C5 (some centres not stated) | · | · | 15% | · | -9% | -13% | 9% | · | ·
c1ccc2nc(N3CCNCC3)ccc2c1 | -12% | 11µM*! | 15% | 0% | -5% | -13% | 39% | 3% | 11%[57.1 µM]
CN(N)N=Nc1nc2c([nH]1)c(=O)n(C)c(=O)n2C | -4% | 2.2µM* | 160%[activator] | -18% | 2% | -4% | 10% | 0% | 18%
CCOC(=O)C1=C(N)Oc2cc(C)oc(=O)c2C12C(=O)N1c3c(cccc32)C(C)CC1(C)C (configuration not stated) | -11% | -1%[59 µM] | -4% | 5% | 4% | -6% | 7% | -2% | 43%
C[C@H]1CC2C3CC=C4C[C@@H](O)CC[C@]4(C)C3CC[C@]2(C)[C@H]1O (some centres not stated) | · | · | 10% | · | 2% | ? | 15% | · | ·
CC(C)N(Cc1ccco1)/N=C/c1c(O)n(Cc2ccccc2)c(=O)[nH]c1=O | 28% | -17%[12.7 µM] | ? | -2% | -4% | 0% | 6% | 3% | 3%
O=[N+]([O-])c1ccccc1 | · | 28%[59 µM] | · | · | 7%[60.1 µM] | · | 13% | 3% | ·
Cc1nc(C(=O)O)nn1-c1ccc([N+](=O)[O-])cc1 | -3% | 50µM* | 74%[activator] | ? | 2% | -3% | ? | 0% | 36%
COC(=O)C1=C(c2ccc(Cl)c(C(F)(F)F)c2)C[C@@H]2CC[C@H]1N2C(=O)NC(C)C | · | 12%[2.33 µM] | 2% | 8% | -17% | -3% | 2% | · | ·

A portion of the library. The share of hits here may be higher or lower than overall.
